Source: PubChem BioAssay
TIM10 inh = inhibits growth of TIM10 yeast strain; S. cerevisiae TIM10 strain growth, BacTiter-Glo luminescence, 24 h; AID 463195; inhibition, % at 10 µM; actives 1.4% (n = 330,000);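 active = inhibition of 40% or more at the single tested concentration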;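 also: wild-type TIM10 isogenic control strain grown at permissive 25 °C; 0% = DMSO yeast wells and 100% = minimal medium wells without yeast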
mIAP block = blocks mouse intestinal alkaline phosphatase; purified mouse IAP, CDP-Star luminescence, 30 min; inhibition, % at 10 µM; actives 0.2% (n = 330,000); AID 2806;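 active = inhibition of at least 40% at 10 µM in the primary screen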;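 also: plate controls were DMSO with enzyme for no effect and no enzyme wells for full effect; values of inactives mirror those of a sister screen read the other way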
mIAP act = increases mouse intestinal alkaline phosphatase activity. muIAP, CDP-Star luminescence, 30 min; stronger effect = higher value; 1 = vehicle-only enzyme signal, 0 = enzyme-free wells. activation factor at 10 µM. actives 0.24% (n = 330,000);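 active = activation factor of at least 2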; also: the source names both 10 and 20 µM as test concentration; values of inactives mirror those of a sister screen read the other way
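Assay system: mouse IAP enzyme / Compound: DMSO-dissolved test compounds / Timing: 30 min, room temperature / Measured by: luminescence from enzymatic CDP-Star hydrolysis / Control set: DMSO-only wells, enzyme-free buffer wells as negative control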
hIAP block = blocks human intestinal alkaline phosphatase | actives 0.12% (n = 330,000) | purified IAP, CDP-Star luminescence, 30 min | inhibition, % at 10 µM | P09923;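 active = inhibition reaching a set limit with compound at 10 µM in the primary screen, cut at about 35% in these data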;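 also: plate controls were DMSO wells with enzyme for no effect and no-enzyme buffer wells for full effect; values of inactives mirror those of a sister screen read the other way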
tim10-1 inh = growth inhibitors of tim10-1 mutant yeast; S. cerevisiae tim10-1 ts strain growth, BacTiter-Glo, 24 h; inhibition, % at 20 µM; actives 2.2% (n = 330,000); AID 463190;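 active = inhibition of at least 40%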;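 also: mutant grown at 25 °C; 0% = DMSO wells with yeast and 100% = wells holding no yeast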
hIAP activ = human IAP activation; P09923; AID 2524; actives 0.16% (n = 330,000); activation factor at 10 µM; purified human IAP, CDP-Star luminescence, 30 min; stronger effect = higher value; 1 = vehicle-only enzyme, 0 = enzyme-free background;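 active = activation factor of the enzyme at least 2-fold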; also: the source names both 10 and 20 µM as test concentration; values of inactives mirror those of a sister screen read the other way
ATG4B inhibitor = inhibitors of human ATG4B cysteine protease; Q9Y4P1; ATG4B cleavage of LC3-PLA2, NBD-HPC fluorescence, 1 h; inhibition, % at 8.33 µM; actives 0.51% (n = 340,000); AID 504462; in the data active = inhibition above about 40%
NALP3 yeast inh = NALP3 inhibition in yeast | Yeast reconstituted NLRP3/ASC/caspase-1, beta-gal luminescence, 24 h | inhibition, % at 10 µM | actives 0.39% (n = 330,000) | AID 2825;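 active = inhibition of 50% or more; inactive = inhibition below 50%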;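 also: plate controls were induced DMSO wells for no effect and uninduced yeast grown without galactose for full effect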
Apaf1 inhib = human Apaf-1 inhibition. reconstituted apoptosome caspase-3 activity, DEVD-Rh110 fluorescence. actives 0.71% (n = 330,000). AID 489030. inhibition, % at 20 µM. O14727; active = inhibition of at least 40% at 20 µM;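 also: plate controls were DMSO wells for no effect and DEVD-CHO caspase inhibitor wells for full effect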
Target sequence (O14727 whole entry, looked up): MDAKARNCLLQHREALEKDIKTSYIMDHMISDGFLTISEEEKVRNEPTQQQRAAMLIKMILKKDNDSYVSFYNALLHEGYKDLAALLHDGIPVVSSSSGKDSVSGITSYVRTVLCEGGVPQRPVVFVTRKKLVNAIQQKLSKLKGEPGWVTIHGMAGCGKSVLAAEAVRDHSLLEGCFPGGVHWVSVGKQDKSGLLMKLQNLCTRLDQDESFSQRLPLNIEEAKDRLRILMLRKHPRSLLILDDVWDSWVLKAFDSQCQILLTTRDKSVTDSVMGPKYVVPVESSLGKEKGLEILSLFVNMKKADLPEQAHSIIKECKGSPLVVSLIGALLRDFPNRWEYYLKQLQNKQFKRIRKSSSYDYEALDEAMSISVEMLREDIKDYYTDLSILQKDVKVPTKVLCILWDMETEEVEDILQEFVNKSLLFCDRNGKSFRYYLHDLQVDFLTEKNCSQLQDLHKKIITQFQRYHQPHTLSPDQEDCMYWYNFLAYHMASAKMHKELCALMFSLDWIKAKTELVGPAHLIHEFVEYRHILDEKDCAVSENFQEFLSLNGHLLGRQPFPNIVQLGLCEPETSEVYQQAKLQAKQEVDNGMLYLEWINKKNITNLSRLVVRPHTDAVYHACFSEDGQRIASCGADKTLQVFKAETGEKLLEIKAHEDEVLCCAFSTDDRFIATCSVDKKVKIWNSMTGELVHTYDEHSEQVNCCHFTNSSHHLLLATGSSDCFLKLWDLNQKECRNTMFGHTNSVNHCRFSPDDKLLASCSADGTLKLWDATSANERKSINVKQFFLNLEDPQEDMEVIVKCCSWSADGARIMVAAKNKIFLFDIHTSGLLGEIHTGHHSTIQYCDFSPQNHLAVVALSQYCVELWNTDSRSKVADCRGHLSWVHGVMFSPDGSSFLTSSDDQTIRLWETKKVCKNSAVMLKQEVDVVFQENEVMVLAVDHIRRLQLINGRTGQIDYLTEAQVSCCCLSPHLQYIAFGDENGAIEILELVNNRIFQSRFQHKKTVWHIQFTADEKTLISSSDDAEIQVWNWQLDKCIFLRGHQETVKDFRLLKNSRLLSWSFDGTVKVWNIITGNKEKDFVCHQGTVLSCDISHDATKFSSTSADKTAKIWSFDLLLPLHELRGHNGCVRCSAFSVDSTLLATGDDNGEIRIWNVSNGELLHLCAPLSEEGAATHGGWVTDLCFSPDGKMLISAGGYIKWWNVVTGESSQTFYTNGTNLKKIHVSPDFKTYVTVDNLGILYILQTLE
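Medium: Hepes buffer, pH 7.5 / System: biochemical Apaf-1 apoptosome reconstitution / Measured by: Rh110 fluorescence, excitation 480 nm, emission 540 nm / Times: compound with Apaf-1, dATP, procaspase-3 30 min, then 50 min reaction, room temperature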
Starred values were filed as active, the others as inactive.

SMILES	TIM10 inh	mIAP block	mIAP act	hIAP block	tim10-1 inh	hIAP activ	ATG4B inhibitor	NALP3 yeast inh	Apaf1 inhib
COc1cccc(C(=O)Nc2ccc(N(C)C)cc2)c1OC	9	3	0.97	-29	21	1.3	-12	6	22
Cc1ccccc1S(=O)(=O)NCC1CCCO1 (centres undefined)	-12	7	0.93	-6	-6	1.1	4	24	-6
COc1cc(Cl)c(C)cc1NC(=O)CCCN1C(=O)CCC1=O	2	-1	1	-11	20	1.1	7	11	-1
COc1cc(O)cc2occ(-c3ccc(O)cc3)c(=O)c12	5	9	0.91	-11	9	1.1	-19	4	4
Nc1nc(SCC(=O)NCc2ccc3c(c2)OCO3)n[nH]1	5	-1	1	5	-2	0.95	-3	16	-10
COc1ccc(F)cc1CN1CCN(C(=O)CCC(=O)Nc2nnc(C(C)C)s2)CC1	7	6	0.94	-9	4	1.1	-7	13	-3
COc1ccc(CNC(=O)Nc2ccc(C)cc2)cc1	-9	-27	1.3	-2	8	1	-5	25	11
CCN=C1NN=C(c2ccc(C)cc2)CS1	5	14	0.86	-9	14	1.1	-9	26	-9
CSc1nc(N)n2nc(-c3ccccc3)cc2n1	-17	-8	1.1	-20	10	1.2	-7	42	7
CC(=O)c1ccc(S(=O)(=O)Nc2ccc(-c3cn4c(n3)SCC4)cc2)cc1	-4	7	0.93	26	18	0.73	-14	9	-9
CC(=O)N=c1ncn(CC(COC(C)=O)OC(C)=O)c2nc[nH]c12 (centres undefined)	-13	3	0.97	15	0	0.85	5	15	74*
O=C(c1ccoc1)N1CCCC(N2CCN(c3cccc(Cl)c3)CC2)C1 (centres undefined)	7	6	0.94	-1	7	1	2	-14	4
COc1ccc([C@H]2CC(=O)C=C(c3ccc(CNC(=O)OC(C)(C)C)cc3)C2)cc1	18	6	0.94	7	20	0.93	9	29	16
CCOC(=O)c1ccccc1NC(=O)CN1CCC(n2nnc3cc(C(F)(F)F)ccc32)CC1	-2	-13	1.1	6	22	0.94	6	-11	-13
CCc1cccc2c(C#N)cn(CCOc3ccccc3OC)c12	13	3	0.97	23	16	0.77	2	4	-104
CCCNc1nc(Cl)nc(NC(C)(C)C)n1	13	-3	1	-26	18	1.3	-3	8	2
CCCCCC/C=C/c1ccc([C@H]2[C@H]3C=CC[C@@H](C)[C@@H]3C(=O)N2Cc2ccccc2)c(F)c1	-8	-18	1.2	9	2	0.91	6	6	18
CCOC(=O)c1cnn(-c2ncnc3c2oc2ccccc23)c1N	-4	-1	1	-5	-3	1	-7	18	-5
Cc1ccc(C(=O)OCC(=O)N2CC(=O)Nc3ccccc32)s1	3	-8	1.1	-13	8	1.1	-10	10	1
COc1ccccc1NS(=O)(=O)c1ccc(C)c(C(N)=O)c1	0	7	0.93	15	8	0.85	-5	13	-4
CCOC(=O)c1ccccc1NC(=O)CSc1nnc(C)c(=O)[nH]1	7	-6	1.1	-5	-32	1.1	3	8	0
N#Cc1ccc(OCc2nnc3n2CCCCC3)cc1	-5	14	0.86	5	2	0.95	-8	13	-10
Cc1cc(CNC(=O)C2CCC(=O)N(Cc3ccccc3F)C2)on1 (centres undefined)	5	2	0.98	0	-18	1	7	9	5
Cn1cnnc1SCC(=O)Nc1sc2c(c1C(N)=O)CCC2	10	57*	0.43	14	2	0.86	29	15	-10
O=C(Oc1cccc(C(=S)N2CCOCC2)c1)c1cccc([N+](=O)[O-])c1	10	4	0.96	-5	23	1.1	-2	0	11
O=C(NCCc1c[nH]c2ccccc12)C(=O)NCC(c1ccco1)N1CCN(c2ccccc2F)CC1 (centres undefined)	-4	7	0.93	17	9	0.83	29	3	2
O=C(COC(=O)CCc1nc2ccccc2c(=O)[nH]1)Nc1ccc(N2CCOCC2)cc1	-3	-8	1.1	1	18	0.99	3	-9	-14
COC(=O)C1=C(C)NC(C)=C(C(=O)OC)C1c1ccccn1	-7	-4	1	-30	-2	1.3	1	6	-15
O=C(NCc1ccco1)N1c2ccccc2Sc2ccccc21	16	-2	1	12	28	0.88	-1	21	5
Cc1ccc(S(=O)(=O)N2CCN(c3nn(C)c(=O)n(C)c3=O)CC2)cc1C	4	11	0.89	2	17	0.98	-31	23	4
Cc1[nH]c2ccccc2c1/C=N/NC(=O)C1CC1(c1ccccc1)c1ccccc1 (centres undefined)	16	12	0.88	-1	5	1	8	3	26
COc1ccc(NC(=O)c2c(C(F)(F)F)nn(C)c2SCc2ccccc2)cc1	25	6	0.94	8	23	0.92	-1	-9	10
O=C1NC(CCc2ccccc2)C(=O)N1CCOc1ccccc1 (centres undefined)	3	9	0.91	16	0	0.84	0	22	-1
Cc1nn(-c2ccccc2)c(N2CCCCC2)c1/C=N/O	-4	-2	1	-6	17	1.1	-6	23	9
CCOC(=O)c1ccc(NC(=O)CSc2nnc(CNc3ccc(C)cc3)n2C)cc1	0	-12	1.1	3	1	0.97	-16	0	8
COCCCN(C(=O)c1ccco1)c1nc(-c2ccc(OC)cc2)cs1	-9	12	0.88	-9	6	1.1	-2	17	8
COc1ccc(NC(=O)c2oc3ccccc3c2NC(=O)C2CC2)cc1OC	27	11	0.89	-16	25	1.2	-5	16	10
CC(C)c1nc2c(c(=O)n(C)c(=O)n2C)n1C	0	-4	1	-8	-10	1.1	-3	16	-4
CC1(C)CC(=O)C2=C(C1)OC(c1cccs1)C(C#N)=C2N (centres undefined)	0	-2	1	18	6	0.82	-5	25	-28
CCN(CC)C(=O)CSc1nnc(CCN)o1	4	8	0.92	-10	0	1.1	-5	24	-2
CC(=O)Nc1ccc(S(=O)(=O)N2CCC(NC(=O)C(Cc3cccc(F)c3)NC(C)=O)CC2)cc1 (centres undefined)	-11	7	0.93	8	1	0.92	-6	1	-1
CCOc1ccc(C(=O)OC(C)CN2CCN(C)CC2)cc1 (centres undefined)	-8	5	0.95	6	2	0.94	-3	-5	-2
CCOc1ccc(NC(=O)C(=O)NCc2ccncc2)cc1	3	-6	1.1	-7	-14	1.1	5	13	-14
CNC(=O)C1CCC(=O)N1Cc1ccccc1Cl (centres undefined)	2	-7	1.1	13	11	0.87	-2	2	-4
CC(C)C(NC(=O)OCc1ccccc1)C(=O)NC1CCCCC1 (centres undefined)	10	2	0.98	-8	21	1.1	-7	29	-2
CCOC(=O)C1CCN(S(=O)(=O)c2ccc3c4c2CC(=O)N4CC(C)S3)CC1 (centres undefined)	11	7	0.93	-6	9	1.1	-7	11	44*
CCOc1ccc(S(=O)(=O)N2CCC(C(=O)NCc3ccco3)CC2)cc1C	1	2	0.98	5	20	0.95	-9	17	9
COc1ccc2oc(=O)c(C(=O)N3CCN(C(=O)c4ccccc4)CC3)cc2c1	4	0	1	8	0	0.92	1	8	0
CCOc1nnc(C)c2c(C)n(-c3ccc(Cl)cc3)nc12	5	-1	1	-8	14	1.1	-14	6	15
CN(C)CCCNS(=O)(=O)c1ccc(N2CCN(Cc3ccc4c(c3)OCO4)CC2)c([N+](=O)[O-])c1	9	8	0.92	15	15	0.85	-9	7	1
Cc1ccc(N/C=C/C(=O)C(C)(C)C)c(O)c1	-12	-3	1	11	-2	0.89	4	4	-6
COc1ccc(Cc2nc(-c3ccc(-n4cccc4)cc3)no2)cc1	4	-2	1	2	-10	0.98	5	16	4
Cc1ccc(/C=C(\C#N)C(=O)N2CCCC2)c(C)c1	45*	0	1	-3	38	1	-5	27	-3
CC(Oc1ccc(C(C)(C)C)cc1)C(=O)NCC(c1ccco1)N1CCCC1 (centres undefined)	10	-10	1.1	6	30	0.94	-8	14	9
CC(C)(C)NS(=O)(=O)c1ccc(CCC(=O)O)cc1	-3	2	0.98	3	8	0.97	0	-2	-99
CSCCCNC(=O)c1ccc(OC2CCN(C(=O)c3cccnc3)CC2)cc1	-4	-6	1.1	10	16	0.9	12	-2	-27
CCn1c(SCc2ccc(C(=O)O)cc2)nnc1-c1ccc(Cl)cc1	-8	-2	1	-16	0	1.2	3	22	-12
COc1cccc(N(C(=O)c2sc(C)nc2C)C(C(=O)NCC2CCCO2)c2ccccc2)c1 (centres undefined)	17	5	0.95	2	-14	0.98	-5	9	7
O=S(=O)(Nc1cc(Sc2ncn[nH]2)c(O)c2ccccc12)c1ccccc1	30	7	0.93	-8	50*	1.1	7	36	94*
O=C(CSc1nnnn1C1CCCCC1)NNC(=O)c1ccco1	4	9	0.91	-37	2	1.4	-4	10	0

Of the compounds above, these have a halogen:
SMILES	TIM10 inh	mIAP block	mIAP act	hIAP block	tim10-1 inh	hIAP activ	ATG4B inhibitor	NALP3 yeast inh	Apaf1 inhib
COc1cc(Cl)c(C)cc1NC(=O)CCCN1C(=O)CCC1=O	2	-1	1	-11	20	1.1	7	11	-1
COc1ccc(F)cc1CN1CCN(C(=O)CCC(=O)Nc2nnc(C(C)C)s2)CC1	7	6	0.94	-9	4	1.1	-7	13	-3
O=C(c1ccoc1)N1CCCC(N2CCN(c3cccc(Cl)c3)CC2)C1 (centres undefined)	7	6	0.94	-1	7	1	2	-14	4
CCOC(=O)c1ccccc1NC(=O)CN1CCC(n2nnc3cc(C(F)(F)F)ccc32)CC1	-2	-13	1.1	6	22	0.94	6	-11	-13
CCCNc1nc(Cl)nc(NC(C)(C)C)n1	13	-3	1	-26	18	1.3	-3	8	2
CCCCCC/C=C/c1ccc([C@H]2[C@H]3C=CC[C@@H](C)[C@@H]3C(=O)N2Cc2ccccc2)c(F)c1	-8	-18	1.2	9	2	0.91	6	6	18
Cc1cc(CNC(=O)C2CCC(=O)N(Cc3ccccc3F)C2)on1 (centres undefined)	5	2	0.98	0	-18	1	7	9	5
O=C(NCCc1c[nH]c2ccccc12)C(=O)NCC(c1ccco1)N1CCN(c2ccccc2F)CC1 (centres undefined)	-4	7	0.93	17	9	0.83	29	3	2
COc1ccc(NC(=O)c2c(C(F)(F)F)nn(C)c2SCc2ccccc2)cc1	25	6	0.94	8	23	0.92	-1	-9	10
CC(=O)Nc1ccc(S(=O)(=O)N2CCC(NC(=O)C(Cc3cccc(F)c3)NC(C)=O)CC2)cc1 (centres undefined)	-11	7	0.93	8	1	0.92	-6	1	-1
CNC(=O)C1CCC(=O)N1Cc1ccccc1Cl (centres undefined)	2	-7	1.1	13	11	0.87	-2	2	-4
CCOc1nnc(C)c2c(C)n(-c3ccc(Cl)cc3)nc12	5	-1	1	-8	14	1.1	-14	6	15
CCn1c(SCc2ccc(C(=O)O)cc2)nnc1-c1ccc(Cl)cc1	-8	-2	1	-16	0	1.2	3	22	-12
